# ssDAF12 agonist = activates DAF-12 receptor from parasite S. stercoralis; HEK293 ssDAF-12/GRIP1 lit1-tk-luc reporter, luminescence; % of 3 µM dafachronic acid response; activation, % at 6.8 µM; actives 1% (n = 370,000);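 active means activation above the mean over all tested compounds plus 3 SD, cut at about 0.9% in these data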;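 further: 0% = DMSO-only wells and 100% = 3 µM delta7-dafachronic acid wells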
# ADAM10 inh = inhibitors of human ADAM10; actives 0.62% (n = 370,000); O14672; inhibition, % at 7 µM; recombinant ADAM10, EDANS/DABCYL FRET peptide cleavage, 3 h;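 active means inhibition above a per-campaign cutoff equal to the mean of compounds falling between control-based bounds plus 3 SD, cut at about 20% in these data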;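 further: 0% = DMSO wells while the 100% control is not disclosed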
# SMARCA2 act = activators of SMARCA2 function | MG213 cells, MMTV-luciferase reporter, dexamethasone, overnight | AID 652017 | activation, % at 9.1 µM | actives 1% (n = 370,000); in the data active means activation above about 7.8%;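 further: 0% = vehicle wells and 100% = reference activator wells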
# HGIII-sPLA2 inh = Inhibits HGIII-sPLA2 liposome hydrolysis, primary screen. Q9NZ20. QFRET BODIPY PC-A2 liposome hydrolysis, fluorescence. inhibition, % at 12.2 µM. actives 0.56% (n = 370,000);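 active means inhibition above mean plus 3 SD of compounds lying within the high and low control bounds, cut at about 19% in these data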;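 further: 0% = median of test compound wells and 100% = no enzyme DMSO wells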
# hgDAF-12 ag = hgDAF-12 agonism, primary luciferase screen; actives 1.8% (n = 370,000); HEK293 GAL4-hgDAF12 UAS-luciferase reporter, agonist luminescence; normalized to butyrate control; AID 687014; activation, % at 6.8 µM;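 active means activation above a cutoff set at the mean of all screened compounds plus 3 SD, cut at about 10% in these data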;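 further: 0% = DMSO wells and 100% = sodium butyrate wells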
# NPR1 activator = GC-A (human) enzyme activation; P16066; HEK293 GC-A cells, cGMP TR-FRET, EC30 ANP; 0% at EC30 ANP, 100% saturating ANP; activation, % at 10 µM; actives 0.14% (n = 370,000); AID 1671463; in the data active means activation above about 40%
# Target sequence (P16066 whole entry, looked up): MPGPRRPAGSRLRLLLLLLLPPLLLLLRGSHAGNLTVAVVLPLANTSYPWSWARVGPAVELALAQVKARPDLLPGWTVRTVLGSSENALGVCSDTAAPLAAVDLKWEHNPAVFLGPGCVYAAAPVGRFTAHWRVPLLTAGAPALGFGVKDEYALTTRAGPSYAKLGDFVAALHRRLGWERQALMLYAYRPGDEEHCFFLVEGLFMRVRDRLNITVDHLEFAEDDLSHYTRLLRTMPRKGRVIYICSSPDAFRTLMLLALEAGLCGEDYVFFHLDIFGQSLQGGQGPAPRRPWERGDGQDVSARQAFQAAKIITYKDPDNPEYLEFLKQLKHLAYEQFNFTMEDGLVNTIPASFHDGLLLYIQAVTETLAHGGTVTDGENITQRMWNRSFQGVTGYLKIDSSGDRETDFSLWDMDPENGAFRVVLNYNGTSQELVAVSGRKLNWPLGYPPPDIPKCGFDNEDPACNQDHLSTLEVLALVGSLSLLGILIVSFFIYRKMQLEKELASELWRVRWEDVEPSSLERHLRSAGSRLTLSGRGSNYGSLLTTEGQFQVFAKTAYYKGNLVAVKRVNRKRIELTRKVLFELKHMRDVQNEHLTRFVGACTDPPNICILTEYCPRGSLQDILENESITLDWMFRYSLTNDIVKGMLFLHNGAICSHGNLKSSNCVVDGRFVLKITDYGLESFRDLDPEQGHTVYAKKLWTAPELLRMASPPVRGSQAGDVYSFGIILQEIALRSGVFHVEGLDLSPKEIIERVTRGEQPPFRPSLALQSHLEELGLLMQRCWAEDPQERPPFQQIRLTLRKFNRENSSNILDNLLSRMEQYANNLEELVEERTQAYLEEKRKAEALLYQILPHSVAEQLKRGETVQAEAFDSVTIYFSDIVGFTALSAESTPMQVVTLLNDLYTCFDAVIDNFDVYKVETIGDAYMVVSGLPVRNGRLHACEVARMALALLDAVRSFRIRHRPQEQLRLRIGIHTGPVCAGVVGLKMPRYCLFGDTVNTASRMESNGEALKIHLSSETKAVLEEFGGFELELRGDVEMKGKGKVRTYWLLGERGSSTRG
# GC-B act = GC-B (human) receptor activation. P20594. HEK293-GC-B cells, CNP EC30, cGMP TR-FRET; 0% at EC30 CNP, 100% saturating CNP. activation, % at 10 µM. actives 0.11% (n = 370,000). AID 1920062;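 active means activation at 10 µM reaching about 35% in either raw or pattern-adjusted values, limit read from the data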
# DAX1 inh-1 = inhibitors of DAX1 repression of SF-1 activated StAR promoter | HEK293T StAR-luciferase reporter, SF-1/DAX-1 repression relief | inhibition, % at 6.8 µM | actives 1.1% (n = 370,000) | AID 652010;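 active means inhibition above the mean over all tested compounds plus 3 SD, cut at about 3.6% in these data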;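 further: 0% = DAX-1 cells with DMSO and 100% = cells lacking DAX-1 with DMSO; higher inhibition means more luminescence from relief of DAX-1 repression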
# DAX1 inh-2 = inhibits human nuclear receptor DAX1; inhibition, % at 6.75 µM; P51843; HEK293 Gal4-DAX1 luciferase reporter, luminescence; AID 504766; actives 0.99% (n = 340,000);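 active means inhibition above the mean over all tested compounds plus 3 SD, cut at about 4.2% in these data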;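 further: 0% = DAX1-transfected cells with DMSO and 100% = empty-vector control cells with DMSO; inhibition shows as a rise in luminescence from relieved DAX1 repression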
# GAA850 FXN act = frataxin GAA850 promoter activation | HEK293 lucGAA850 FXN promoter luciferase reporter, 24 h; percent of 10 µM SAHA response | activation, % at 6 µM | actives 0.56% (n = 360,000) | AID 540364;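 active means activation above the average of all compounds screened plus 3 SD, cutoff fixed separately per campaign, cut at about 7.5% in these data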;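 further: 0% = DMSO wells and 100% = 10 µM SAHA wells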
# hcDAF-12 act = activates DAF-12 receptor from parasite H. contortus; HEK293 hcDAF-12 lit1-tk-luc reporter, luminescence; 0% DMSO, 100% Δ7-dafachronic acid; activation, % at 6.8 µM; actives 1.4% (n = 370,000); AID 652067;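 active means activation above the mean of all tested compounds plus 3 SD, cut at about 5.5% in these data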;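 further: 100% = response to 3 µM Δ7-dafachronic acid high control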
# Active calls of the source: *; · = not tested or not shown.
SMILES,ssDAF12 agonist,ADAM10 inh,SMARCA2 act,HGIII-sPLA2 inh,hgDAF-12 ag,NPR1 activator,GC-B act,DAX1 inh-1,DAX1 inh-2,GAA850 FXN act,hcDAF-12 act
C#CCSc1[nH]c(=O)cc(C)c1C#N,-0.5,0,-1,7,3.1,4,-3,0.3,·,2.0,0.7
CCNC(=S)N1CCN(CC(=O)Nc2ccc(Br)cc2)CC1,-2.1,-4,-1,18,-1.0,2,-2,0.1,0.0,0.5,-1.5
CCCCNC(=O)CSc1nc2n[nH]c(C)c2c(=N)n1-c1cccc(Cl)c1C,-1.6,-4,-3,-1,-2.4,-1,4,-1.0,1.3,-4.3,-1.3
Cc1cccc(CSc2ncc(CO)n2C)c1,-1.0,2,-1,7,-0.5,1,-1,0.2,1.1,1.3,0.1
COc1ccc(-c2csc(NC(=O)CSc3nnc(Nc4ccccc4C)s3)n2)cc1,-1.1,-6,-1,-3,-1.4,-5,3,-0.2,0.8,1.7,-2.2
N/C(=N\OC(=O)c1cccc2ccccc12)c1ccccn1,3.5*,-134,11*,-10,14*,-4,-5,2.2,1.2,1.2,15*
O=C(NN1CCOCC1)c1ccccc1F,-1.2,4,3,2,-2.1,2,-1,0.5,0.6,-0.4,0.8
Cc1ccc(S(=O)(=O)N(C)Cc2nc(-c3ccncc3)no2)cc1,-1.3,-2,-4,-2,-1.3,-1,3,-0.7,0.4,-3.6,-2.2
Cn1nc(C(=O)OCC(=O)Nc2ccccc2[N+](=O)[O-])c2ccccc2c1=O,1.0*,5,-2,3,0.0,-2,-2,-0.3,-0.1,0.7,2.2
COc1ccccc1NC(=O)N1c2ccccc2NC(=O)CC1C (centres undefined),-1.2,-4,-1,-8,-0.7,-4,-8,0.6,0.4,-0.2,1.5
CN(C)C(=O)C[n+]1cccc(/C=N/O)c1,-0.2,-8,1,4,0.1,3,1,0.8,0.8,-0.7,3.5
CC1=C([N+](=O)[O-])C(c2ccccc2C(F)(F)F)NC(=O)N1C (centres undefined),-1.9,2,0,-16,-0.9,-1,2,-0.3,0.5,1.2,-1.4
CC(C)(C)c1nc(-c2ccccc2)nc2c1OCCC2,-1.2,1,0,-1,0.4,-6,-6,0.1,-1.3,-0.1,-1.6
Cc1ccc(S(=O)(=O)N2CCN(S(C)(=O)=O)C2C)cc1 (centres undefined),-0.6,5,-2,12,0.7,0,3,-0.4,1.8,-1.4,-0.6
CCOC(=O)COc1ccc(Br)cc1/C=C1\SC(N)=NC1=O,-0.5,-8,2,-11,-0.9,-11,-13,-0.3,0.2,0.8,-1.9
Cc1nc(COc2ccc(C(=O)Nc3ccccc3N3CCOCC3)cc2)cs1,-1.4,7,5,-3,1.6,1,7,-0.8,-0.6,-1.5,-2.3
O=C(O)CSc1c2c(nc3cc(C(=O)Nc4cccc(C(F)(F)F)c4)ccc13)CCC2,-1.6,4,-4,-9,0.9,-4,-5,2.5,0.5,-1.0,0.4
Cc1ccc(SCC(=O)OCC(=O)NCC2CCCCC2)cc1C,-1.4,10,-3,-21,-0.7,0,3,1.0,2.5,-1.1,0.3
C=C(C)Cn1c(-c2cccs2)n[nH]c1=S,-2.1,-73,-3,9,1.0,3,2,1.1,0.8,0.0,0.0
CNC(=O)C[C@@H]1C(=O)N(c2ccc(OC)cc2)CC1(C)C,-1.5,-11,-2,3,2.0,0,-3,-0.2,-0.7,2.3,-1.9
COc1ccc(-c2nn[nH]n2)cc1OC,-1.1,5,2,-1,3.0,1,4,1.6,-0.1,-0.2,-0.6
Cc1cccc(C(C)(C)C)c1OCCn1ccnc1,-0.7,-2,-2,-26,-2.0,-2,2,0.0,-1.2,0.9,-0.9
C=CCn1c(=NC(=O)c2ccco2)sc2cc(C(=O)OCC)ccc21,-0.6,-14,4,7,1.4,6,0,0.3,0.7,2.0,0.1
CN(C)CCn1c2c(c(SCC(=O)NCc3ccccc3)nc1=O)CCCC2,-1.3,-8,1,9,0.5,1,2,0.3,-1.0,0.5,0.8
Cc1ccc(-n2c(-c3ccncc3)n[nH]c2=S)cc1,-0.4,-13,-8,10,2.2,-2,0,-0.1,-1.2,3.4,-1.1

# In the list so far, these contain a CF3 group:
SMILES,ssDAF12 agonist,ADAM10 inh,SMARCA2 act,HGIII-sPLA2 inh,hgDAF-12 ag,NPR1 activator,GC-B act,DAX1 inh-1,DAX1 inh-2,GAA850 FXN act,hcDAF-12 act
CC1=C([N+](=O)[O-])C(c2ccccc2C(F)(F)F)NC(=O)N1C (centres undefined),-1.9,2,0,-16,-0.9,-1,2,-0.3,0.5,1.2,-1.4
O=C(O)CSc1c2c(nc3cc(C(=O)Nc4cccc(C(F)(F)F)c4)ccc13)CCC2,-1.6,4,-4,-9,0.9,-4,-5,2.5,0.5,-1.0,0.4

# (listing goes on)
SMILES,ssDAF12 agonist,ADAM10 inh,SMARCA2 act,HGIII-sPLA2 inh,hgDAF-12 ag,NPR1 activator,GC-B act,DAX1 inh-1,DAX1 inh-2,GAA850 FXN act,hcDAF-12 act
O=C(C1CCCCC1)N1C[C@H](O)[C@@H](n2cc(-c3ccc(F)cc3)nn2)C[C@@H]1c1ccccc1,-1.4,-3,-4,6,0.9,-4,-5,-1.1,2.6,-2.3,-1.1
Cc1ncc([N+](=O)[O-])n1Cc1ccc(Br)cc1,-1.6,-4,0,0,-0.6,1,3,0.2,-0.5,2.0,-0.2
CCn1c(COc2cccc(OC)c2)nnc1SCC(=O)Nc1cc(OC)ccc1OC,-1.9,9,-3,-4,-3.0,-3,-16,-0.2,0.7,3.0,-1.4
O=C1C2C(c3ccccc3)C=CC(c3ccccc3)C2C(=O)N1c1cccnc1 (centres undefined),-1.4,5,-3,3,0.4,0,2,-0.3,-0.2,-0.1,-0.9
Cc1cc(NC(=O)CCC(=O)N(CC(=O)NC2CCCC2)c2cccc(F)c2)no1,-0.6,10,-2,4,-0.4,0,-6,0.6,0.6,3.1,0.0
COCCN(C(=O)CSCc1ccccc1)c1c(N)n(Cc2ccccc2)c(=O)[nH]c1=O,-1.8,-12,3,-4,-3.3,3,-2,0.1,0.6,-2.2,-1.9
O=C(NCC1CCCO1)c1ccc(NC(=O)c2cccc([N+](=O)[O-])c2)cc1 (centres undefined),-1.2,6,2,-5,-1.0,1,6,-1.6,1.3,-2.9,0.1
CN(CCc1ccccc1)C(=O)Cn1nc(-c2ccccc2)ccc1=O,-0.4,-10,-2,5,1.2,0,8,-1.5,·,·,-1.2
CCn1c(=O)c(CCC(=O)NCC2CCCO2)c(C)c2c(C)nn(-c3ccc(C)cc3)c21 (centres undefined),-1.0,11,-3,0,-0.1,7,4,0.9,-1.5,1.6,0.8
CCN(CC)S(=O)(=O)c1ccc2c(c1)nc(SCC(=O)NC1CC1)n2-c1ccccc1OC,-0.5,5,0,-7,-2.1,-7,-5,0.1,-0.6,-1.0,-1.8
CCOc1ccc(-c2nnc(NC3=NCCCCC3)o2)cc1,0.0,-3,5,3,15*,11,2,1.3,1.8,2.1,2.5
O=S(=O)(Nc1ccc(Cl)cc1)c1cccc2nsnc12,-1.2,-1,1,-9,0.8,-6,0,-0.4,-0.2,-0.7,-1.8
Cc1ccc(C2C(C(=O)c3sc(C)nc3C)=C(O)C(=O)N2CCN2CCOCC2)o1 (centres undefined),-1.2,-8,1,1,0.6,1,2,-0.4,0.9,1.7,0.5
COc1cc(CNC(=O)c2cc(-c3cc(C)cc(F)c3)n[nH]2)cc(OC)c1,-1.3,-2,-2,-20,0.1,8,0,-0.8,·,-1.9,-2.5
COC(=O)CC1(c2ccc(OC)cc2)C(=O)c2ccccc2C1=O,-2.4,-3,1,5,-0.3,0,-1,0.3,7.1*,-0.6,0.9
Cc1ccnc(NC(=O)C(C)N2C(=O)c3ccccc3C2=O)c1 (centres undefined),-2.0,-2,-2,1,0.4,0,-2,-0.3,0.0,-4.3,-0.1
Cc1cc(NC(=O)COC(=O)C2CC(=O)N(c3cccc(C)c3C)C2)no1 (centres undefined),-0.9,-8,-3,5,0.8,-1,4,-0.1,-1.0,-1.5,0.7
COc1ccccc1NC(=O)N1CCCC1C(=O)NCCc1ccccc1 (centres undefined),-0.8,-5,-3,6,-0.2,-1,-5,0.3,1.2,-0.6,-0.9
COCCn1c(=N)c(S(=O)(=O)c2ccc(F)cc2)cc2c(=O)n3cccc(C)c3nc21,-0.9,-54,6,5,-0.6,12,1,0.2,1.2,0.1,0.8
CCOc1ccc(NC(=O)C(CC(=O)O)Cc2ccc(C)cc2)cc1 (centres undefined),-0.9,1,-2,-2,-0.9,2,7,0.1,-0.5,1.8,-0.9
CCOC(=O)Nc1ccc(=O)n(Cc2c(Cl)cccc2Cl)c1,-1.6,-141,5,-3,-3.1,3,-6,-0.5,0.0,-4.5,-0.9
COc1ccc(-c2noc(CCC(=O)N3CCN(c4ccccc4OC)CC3)n2)cc1,-0.9,-7,-1,-2,-0.3,-2,4,-0.6,-0.3,2.4,-2.5
N/C(Cc1ccc([N+](=O)[O-])cc1)=N\OC(=O)c1ccc2ccccc2c1,0.4,1,7,-7,6.3,-1,-5,0.2,0.6,1.0,3.4
CCn1ccnc1CN(C)Cc1nc(-c2cccc(Cl)c2)no1,-1.6,1,1,3,4.3,0,1,0.2,0.2,0.8,0.1
N#C/C(=C\c1ccccc1Cl)C(=O)Nc1ccccn1,-0.6,-59,-3,6,2.1,-5,9,0.1,0.5,2.0,1.4

# (further entries)
SMILES,ssDAF12 agonist,ADAM10 inh,SMARCA2 act,HGIII-sPLA2 inh,hgDAF-12 ag,NPR1 activator,GC-B act,DAX1 inh-1,DAX1 inh-2,GAA850 FXN act,hcDAF-12 act
COc1ccc(N2CCN(C(=O)C3CCCN(c4ncnc5c4nc4n5CCCCC4)C3)CC2)cc1 (centres undefined),-1.8,-5,-2,0,-4.5,-1,3,-3.1,-1.1,1.8,-3.5
CN1CCN(C(=O)/C(=C\c2cccs2)NC(=O)c2ccccc2)CC1,-0.8,3,2,0,-2.7,2,1,0.0,0.6,0.4,-1.3
O=C(CN1C(=O)CSCC1=O)NCc1ccc(F)cc1,-1.4,-10,-3,2,2.3,2,3,-0.5,2.0,1.8,2.4
CCCc1nc(Nc2nc3ccccc3o2)nc(C)c1C(=O)OCC,-1.0,6,6,0,6.5,1,15,2.1,0.9,5.6,0.5
COc1cc(NS(=O)(=O)c2ccc(NC(=S)NC(=O)c3ccco3)cc2)ncn1,-1.0,-2,2,2,-3.8,0,-2,0.5,·,1.8,-1.7
C=CCn1c(Cc2cccs2)nnc1SCC(=O)Nc1ccc(C)cc1,-1.5,-4,-6,-4,-2.4,-7,0,-0.5,·,·,-2.6
O=C1NC[C@@H](CCCCN2C[C@H](Cc3ccccc3)N(CCC3CCCCC3)C(=O)C2=O)N(Cc2ccccc2)C1=O,-0.8,-5,-3,-17,-1.9,3,-2,1.3,·,·,-0.5
COCCOC(=O)c1c(C)n(C)c2ccc(OC(=O)c3ccccc3OC)cc12,-1.3,11,1,-23,-2.6,7,10,0.0,-0.3,-0.2,-1.8
COc1cccc(NC(=O)N(C2CCCCC2)C(C)c2cccs2)c1 (centres undefined),-0.9,8,4,7,3.0,-20,1,0.5,-0.5,-1.6,-0.9
O=S1(=O)CCN(OCc2ccc(Cl)cc2)CC1,-1.8,-8,-1,-4,-1.4,2,0,0.8,-1.7,-2.0,-0.7

# Screens from PubChem BioAssay.
